GLP-1R inv ag – inverse agonists of human GLP-1 receptor; HEK293 GLP-1R CRE-luciferase, luminescence, 24 h; GLP-1R form is constitutively active; P43220; Potency, µM (top dose mostly 38.3 µM), for inactives: at the highest dose activity change, negative = inhibition, usual class: inhibitors; 410,000 compounds, 1.6% hits; AID 624417; further: potency means the concentration at half of the fitted maximal effect; on the % scale 0 is the no-effect control and ±100 the full control effect; nearly all actives have a fitted effect of over 55% in size
Target sequence (P43220 whole entry, looked up): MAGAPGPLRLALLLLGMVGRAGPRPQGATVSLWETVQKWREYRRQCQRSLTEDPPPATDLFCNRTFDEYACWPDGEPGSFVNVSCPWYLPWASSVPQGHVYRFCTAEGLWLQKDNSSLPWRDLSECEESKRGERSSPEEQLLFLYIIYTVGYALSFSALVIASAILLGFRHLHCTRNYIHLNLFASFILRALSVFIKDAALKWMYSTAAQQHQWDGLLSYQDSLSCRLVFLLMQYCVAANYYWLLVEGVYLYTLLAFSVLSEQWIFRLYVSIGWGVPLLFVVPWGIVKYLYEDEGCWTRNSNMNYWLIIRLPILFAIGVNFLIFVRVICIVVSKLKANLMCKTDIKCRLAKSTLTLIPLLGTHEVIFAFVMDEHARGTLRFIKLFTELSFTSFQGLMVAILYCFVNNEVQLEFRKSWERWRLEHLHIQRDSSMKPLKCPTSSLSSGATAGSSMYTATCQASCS
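Luminescence readout: a drop in cAMP-driven luciferase signal flags inverse agonism at a constitutively active GLP-1R stably expressed in HEK293. Compound exposure lasted 24 hr at 37 deg C, 5% CO2.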
PLK1 PBD inh – inhibitors of human PLK1 polo-box domain binding; P53350; Plk1 PBD binding of FITC phosphopeptide, fluorescence polarization; Potency, µM, inactives show max response, negative = inhibition, actives largely listed as inhibitors; 360,000 compounds, 2.8% hits; further: potency means the concentration at half of the fitted maximal effect; series mostly up to about 57 µM; on the % scale 0 is the no-effect control and ±100 the full control effect; nearly all actives have a fitted effect of over 65% in size
GLP-1R agonist – GLP-1 receptor (human) agonism; P43220; HEK293 GLP-1R CRE-luciferase, luminescence, 4-6 h; cells express a hypersensitive GLP-1R form; Potency, µM (titrated, usually from 45.6 µM), without a hit: top-dose activation, hits mostly activators; 380,000 compounds, 0.007% hits; AID 624172; further: potency means the concentration at half of the fitted maximal effect; % of control where 0% means no effect
WRN helicase inh – WRN helicase (human) inhibition; Q14191; WRN helicase unwinding, fluorescent forked duplex, kinetic; Potency, µM (highest dose often 114 µM), for inactives: at the highest dose activity change, negative = inhibition, hits mostly inhibitors; 360,000 compounds, 0.46% hits; further: potency means the concentration at half of the fitted maximal effect; on the % scale 0 is the no-effect control and ±100 the full control effect; nearly all actives have a fitted effect of over 55% in size
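Screening of the MLSMR collection measured strand separation of a quenched forked DNA duplex (100 nM) by 20 nM WRN with 2 mM ATP, all final. Compounds were preincubated with enzyme 15 min at room temperature.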
PI5P4K alpha inh – blocks human PI5P4K alpha kinase activity | PI5P4Kalpha enzyme, ADP-Glo luminescence, 60 min; stronger effect = lower value | max response, % | 330,000 compounds, 1.2% hits | AID 652105; active means max response of -50% or lower; inconclusive means between -30% and -50%; inactive means -30% or higher; further: value at the top dose of about 77 µM; on the % scale 0 is the no-effect control and ±100 the full control effect
Target sequence (P48426 whole entry, looked up): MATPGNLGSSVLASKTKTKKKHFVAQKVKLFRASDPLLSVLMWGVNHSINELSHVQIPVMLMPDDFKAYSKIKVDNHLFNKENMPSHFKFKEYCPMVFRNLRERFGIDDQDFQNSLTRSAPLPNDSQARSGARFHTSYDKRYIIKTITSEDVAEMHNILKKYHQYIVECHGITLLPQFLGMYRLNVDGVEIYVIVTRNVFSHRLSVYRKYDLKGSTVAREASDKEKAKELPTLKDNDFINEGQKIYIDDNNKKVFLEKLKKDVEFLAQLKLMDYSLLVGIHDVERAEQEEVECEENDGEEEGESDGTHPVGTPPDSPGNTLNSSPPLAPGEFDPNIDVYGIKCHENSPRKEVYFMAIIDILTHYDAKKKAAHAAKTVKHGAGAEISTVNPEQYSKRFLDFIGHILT
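Quantitative HTS of the MLSMR library against PI5P4Kalpha with substrate. ATP added last at 5 microM final; room temperature, 60 minutes. Remaining ATP depleted, ADP converted and read as luminescence.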
IL2 activator – IL-2 activation. IL-2 activation reporter assay, cell-based qHTS; stimulated with anti-CD3/CD4/CD28 beads; in transgenic mouse T cells. activation, % (series mostly up to about 46 µM). 360,000 compounds, 0.065% hits; in the data active means activation above about 50%; inconclusive means mostly about 30% to 49%; further: 0% is about no effect
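Screening format: compound pinned onto unstimulated transgenic mouse T cells, 60 min incubation, then anti-CD3/anti-CD4/anti-CD28 bead stimulation for 18 hours at 37 degrees C, followed by EGFP and DsRed detection.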
GLP1R cytotox – cytotoxicity counter-screen for GLP-1 receptor inverse agonists; 410,000 compounds, 0.13% hits; HEK293 cAMP-luciferase reporter cells, luminescence, 24 h; Potency, µM (doses to about 38.3 µM), for the others: at the top dose activity change, negative = inhibition, hits mostly inhibitors;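 further: loss of luciferase light is scored as toxicity; potency means the concentration at half of the fitted maximal effect; on the % scale 0 is the no-effect control and ±100 the full control effect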
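Step one: seed cells (200 cells/uL, DMEM with 10% Nu serum, 1% pen-strep). Step two: 12-hour incubation at 37 deg C. Step three: pin 23 nL compound, incubate 24 hr. Step four: add luciferase reagent, read luminescence 12 min later.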
DRD3 agonist – D3 dopamine receptor (human) agonism | D3R DiscoveRx beta-arrestin cells, luminescence, 90 min | max activation, % | 410,000 compounds, 0.58% hits | P35462; in the data active means max activation above about 30%; further: 0% is about no effect; mostly tested at two doses, the higher about 12 µM
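Agonist mode: compounds and dopamine controls were applied to plated cells for 90 min at 37 degrees C after an overnight attachment at 1500 cells/well. Luminescent read-out followed 30 - 60 minutes at room temperature with DiscoveRx detection reagent.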
DRD3 antagonist – antagonists of human D3 dopamine receptor | 360,000 compounds, 2.5% hits | D3R cells, DiscoveRx beta-arrestin luminescence, antagonist mode; stronger effect = lower value | max response, negative = inhibition, % | AID 652054; in the data active means max response below about -50%; inconclusive means no clear call, values can overlap the other calls; further: on the % scale 0 is the no-effect control and ±100 the full control effect; mostly tested at two doses, the higher about 12 µM
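Cells plated overnight at 1500 cells/well, then exposed to library compounds with dopamine controls for 90 minutes at 37 degrees C. DiscoveRx reagent added for 30–60 minutes at room temperature; luminescence read, quantitative HTS format.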
* marks the source's active call; other numbers are inactive results; ? = inconclusive; nt = not tested or not shown; & = joins results of further samples; [ ] = dose if it differs, or a comment. Unless noted, the call rests on the fitted dose curve; in most records, active means well fitted curve in the direction sought with a large enough effect; inconclusive means small, poorly fitted or top-dose-only effect, or another doubt; inactive means no such curve, though single readings can be large; an effect the other way counts as inactive or inconclusive.

Fields – WRN helicase inh	GLP-1R inv ag	DRD3 antagonist	GLP-1R agonist	DRD3 agonist	GLP1R cytotox	PI5P4K alpha inh	PLK1 PBD inh	IL2 activator
- Cc1cc(NC(=O)CN(C)CC(=O)Nc2ccc(Cl)cc2)no1
→ -1%	?	2	-1%	-2	-35%	0	0%	1.3
- COc1ccc(NS(=O)(=O)c2ccc(NC(C)=O)cc2)c(OC)c1
→ 4%	?	1	2%	2	-18%	-28	24µM*	2.3
- CN(C(=O)COC(=O)Cc1c(Cl)cccc1Cl)c1c(N)n(Cc2ccccc2)c(=O)[nH]c1=O
→ -1%	-4%	-8	2%	-13	17%	5	-7%	0.3
- CCOC(=O)C(CC)n1cnc2c(nnn2-c2ccc(C)cc2)c1=O (configuration not stated)
→ 1%	26%	6	-2%	0	0%	nt	-12%	-1.1
- COc1cccc(CNC(=O)CCS(=O)(=O)c2ccc3c(c2)NC(=O)CO3)c1
→ 6%	3%	2	-1%	12	-2%	2	-19%	-0.7
- CCCN(CC1CCCO1)C(=O)CCc1nnc(-c2cc(C)on2)o1 (configuration not stated)
→ 6%	6%	1	6%	4	1%	-7	7%	1.2
- COc1ccc(CN(C)CC(=O)Nc2cccc(S(=O)(=O)N3CCCC3)c2)cc1F
→ 1%	-4%	-14	10%	-1	-4%	1	11%	-0.3
- CCOc1ccc(C2/C(=C(\O)c3ccc4c(c3)OCCO4)C(=O)C(=O)N2CCCN2CCOCC2)cc1 (configuration not stated)
→ -1%	16%	4	-3%	4	0%	0	-19%	-2.2
- Cc1cc(C)c(S(=O)(=O)NC2CC3CCC2C3)c(C)c1 (configuration not stated)
→ -4%	?	5	-2%	8	-16%	3	-15%	-0.3
- CC1CCN(S(=O)(=O)c2ccc3[nH]c(=O)c(=O)[nH]c3c2)CC1
→ 5%	5%	8	-9%	0	2%	nt	-4%	-1.5
- c1ccc(CSC2=NCCCN2)cc1
→ 1%	-2%	7	-4%	0	-8%	-3	-2%	-3.9
- N#CCC(=O)NN=C1CCCCCCCCCCC1
→ -1%	-25%	?	-7%	12	-17%	nt	4%	-1.4
- COCCNc1nc2c(c(=O)n(Cc3cccc(Cl)c3)c(=O)n2C)n1C
→ -1%[57.1 µM]	2%&-17%	13	0%&1%	26&2	2%&-4%	3	0%	-1.9
- COC(=O)c1sccc1NC(=O)c1cnc2cc(C)nn2c1C
→ -18%	10%	6	5%	0	16%	2	-3%	-3.7
- CCC[C@@H]1C[C@@H](C(=O)N[C@@H](C2O[C@H](SC)[C@H](O)[C@@H](O)[C@H]2O)[C@H](C)Cl)N(C)C1 (some centres not stated)
→ 0%	-11%	12	0%	-25	-4%	-2	-22%	0.8
- COC(=O)c1ccc(S(=O)(=O)N2CCc3ccccc32)cc1
→ 0%	?	4	-4%	-3	-15%	13	-16%	-3.4
- CCn1cc(C(=O)OCC(=O)Nc2cc(OC)cc(OC)c2)c(=O)c2ccc(C)nc21
→ nt	13%	nt	0%	6	-4%	nt	nt	nt
- CC1(C)Cc2nc3oc4c(=S)nc[nH]c4c3cc2CO1
→ 0%	0%	-15	-6%	-5	-5%	nt	-25%	-0.7
- CC(C)(C)C(=O)NC(=S)Nc1ccc(S(=O)(=O)Nc2nccs2)cc1
→ -9%	11%	-13	0%	-11	-13%	0	-17%	0.0
- CC1CC2CCCC(O)=C2C(=O)O1 (configuration not stated)
→ 4%	15%	?	-5%	-9	18%	-8	-15%	-2.7

Fields – WRN helicase inh	GLP-1R inv ag	DRD3 antagonist	GLP-1R agonist	DRD3 agonist	GLP1R cytotox	PI5P4K alpha inh	PLK1 PBD inh	IL2 activator
- CCOc1cccc(-c2nnc3sc(COc4ccc(OC)cc4)nn23)c1
→ -23%	?	49	-1%	8	1%	-3	?	0.0
- O=C(Cc1ccc(-c2ccccc2)cc1)Nc1ccccc1
→ 6%	7%	-7	10%	-2	0%	-8	-10%	-0.8
- Cc1ccc(C)c(N(C(=O)Cn2nnc(-c3cccs3)n2)C(C(=O)NC2CC2)c2ccc(C)o2)c1 (configuration not stated)
→ -8%	?	-9	-5%	8	4%	nt	3%	-0.7
- CC(=O)Nc1c(C(=O)c2ccccc2)oc2ccccc12
→ -8%	0%	27	10%	0	19%	-2	1%	0.9
- CN(C)c1ccc(C(C(=O)NCC2CCCO2)N(Cc2ccco2)C(=O)c2snc(C(N)=O)c2N)cc1 (configuration not stated)
→ -3%	-16%	51	11%	18	-2%	-1	-2%	5.1
- CCOC(=O)C1=C(O)/C(=C/c2cccc(OC)c2O)N=C1C
→ -5%	3%	-28	2%	-7	?	2	5%	-2.8
- COc1ccc(C(=O)Nc2cccnc2Cl)cc1OC
→ -4%	93%[activator]	1	20%	7	-1%	10	-4%	-0.8
- CCOC(=O)C1=C(C)c2ccccc2OC1(C)C(=O)OCC (configuration not stated)
→ -7%	-16%	20	1%	-1	2%	1	-12%	-0.2
- O=C(c1ccc2c(c1)N(Cc1ccc(Cl)cc1)C(=O)c1ccccc1S2=O)N1CCN(c2ccccc2F)CC1 (configuration not stated)
→ nt	19%	nt	1%	2	-1%	nt	nt	nt
- CCOC(=O)/C(C#N)=C\C=C1C=CN(C)C=C1
→ 0%	14%	-4	-2%	7	-18%	-8	89%[activator]	6.0
- Cc1onc(-c2ccccc2Cl)c1C(=O)Nc1ccc(S(=O)(=O)NCC2CCCO2)cc1 (configuration not stated)
→ -5%	6%	-3	11%	-5	-6%	nt	-9%	-0.6
- CCOc1c(C)cnc2c1c(=O)n(Cc1ccccc1Cl)c(=O)n2C
→ -7%	-6%	0	5%	0	-8%	0	-6%	-0.2
- CCCCNC(=O)COn1nnc2ccc(S(=O)(=O)N3CCOCC3)cc21
→ 4%	11%	-10	-2%	1	-1%	2	4%	-0.4
- COc1cccc(C(=O)NCCn2ccc3ccccc32)c1
→ -2%	-1%	-11	9%	1	0%	0	-11%	0.7
- COc1ccc(C(C#N)c2nc3ccccc3nc2Cl)cc1 (configuration not stated)
→ -7%	-12%	?	-4%	-10	9%	-5	-9%	-1.8
- O=C1NC2(CCCCC2)C(=O)N1Cc1cc(=O)n2ccsc2n1
→ -4%	4%	-1	15%	0	7%	-4	-15%	0.0
- COc1ccc(C)cc1NC(=O)CSc1nnc(-c2ccc(Br)cc2)o1
→ -1%[57.1 µM]	11%	14	1%	4	-2%	nt	1%	-0.2
- Cc1ccc(C)c(CS(=O)(=O)c2cn(CC(=O)N3CCC(C)CC3)c3ccccc23)c1
→ -7%	?	8	0%	10	-7%	5	-8%	-0.5
- Cc1ccc(C(=O)O/N=C(\N)c2cccc([N+](=O)[O-])c2)cc1
→ -4%	1%	-10	-13%	-22	9%	nt	-4%	5.0
- COc1ccc(/C=N/NC(=O)c2[nH]nc3c2CCc2ccccc2-3)cc1OC
→ -15%	?	-20	25%	-19	14%	-19	-2%	0.8

Fields – WRN helicase inh	GLP-1R inv ag	DRD3 antagonist	GLP-1R agonist	DRD3 agonist	GLP1R cytotox	PI5P4K alpha inh	PLK1 PBD inh	IL2 activator
- O=C(c1ccc(F)cc1)N(Cc1ccccc1)C1CCS(=O)(=O)C1 (configuration not stated)
→ -3%	1%	-25	-17%	-4	71%[activator]	2	-11%	-1.6
- CCOC(=O)N(C)c1c(CC)nc2c(OCc3ccc(C(F)(F)F)cc3)cccn12
→ -2%[57.1 µM]	?	7	-7%	-7	-3%	-1	-4%	-1.0
- Cc1ccc(S(=O)(=O)NN=C2CC(C)(C)CC(=O)C2(C)C)cc1
→ -4%	-13%	8	9%	7	4%	0	-5%	-1.7
- Cc1ccc(Nc2nc(-c3cccnc3)nc3ccccc23)cc1
→ -7%	?	33	25%	4	-23%	3	-5%	-0.5
- CCOC(=O)Cc1cnc(NC(=O)CSc2nc(C)cc(C)n2)s1
→ 2%	15%	0	8%	5	0%	-2	-26%	2.4
- CCOC(=O)c1c(NC(=O)CSc2nnnn2C)sc(C(=O)N(C)C)c1C
→ -12%	32%[activator]	1	10%	5	0%	-9	3%	0.4
- C=C1CCN(Cc2ccccc2)S(=O)(=O)c2ccccc21
→ 7%	?	-7	11%	-17	19%	1	-11%	1.4
- Cc1ccc(NC(=O)CN2C(=O)NC3(CCc4ccccc43)C2=O)cc1Cl (configuration not stated)
→ 1%	?	19	6%	-2	-13%	-2	0%	0.0
- COc1ccc(CCNC(=O)COc2ccccc2[N+](=O)[O-])cc1OC
→ 0%	18%	3	?	-11	9%	-22	?	-3.3
- CN(CC(=O)Nc1ccc(F)cc1)C(=O)c1ccc(N2C(=O)CCC2=O)cc1
→ 7%	16%	10	-6%	5	11%	-2	2%	1.6
- O=C(Oc1ccccc1Cl)C1CCN(C(=O)c2ccc(F)cc2)CC1
→ -5%	-18%	-10	5%	-14	17%	10	-5%	-1.0
- CN(C(=O)COC(=O)c1ccccc1Cc1ccccc1)c1c(N)n(Cc2ccccc2)c(=O)[nH]c1=O
→ -15%	?	12	3%	1	-13%	6	2%	-0.7
- COc1cccc(-n2nnnc2S(C)(=O)=O)c1
→ 50µM*	?	-77*	-5%	-8	-15%	1	7.5µM*	-0.6
- Cc1coc2c(C)c3oc(=O)c4c(c3cc12)CCCC4
→ -3%	3%	18	-6%	0	2%	nt	-10%	-0.2
- Cc1ccc(NC(=O)c2ccc(Cl)nc2)cc1
→ 1%	16%	-30	-4%	-8	-2%	0	0%	0.7

Another view of some results above.
| SMILES | WRN helicase inh | GLP-1R inv ag | DRD3 antagonist | GLP-1R agonist | DRD3 agonist | GLP1R cytotox | PI5P4K alpha inh | PLK1 PBD inh | IL2 activator |
| --- | --- | --- | --- | --- | --- | --- | --- | --- | --- |
| COc1ccc(CCNC(=O)COc2ccccc2[N+](=O)[O-])cc1OC | 0% | 18% | 3 | ? | -11 | 9% | -22 | ? | -3.3 |
| CN(CC(=O)Nc1ccc(F)cc1)C(=O)c1ccc(N2C(=O)CCC2=O)cc1 | 7% | 16% | 10 | -6% | 5 | 11% | -2 | 2% | 1.6 |
